PPC-1+TRAIL kill: PPC-1 cancer cell killing with TRAIL present; PPC-1 cells + TRAIL, ATPLite viability luminescence; cell killing (% activity), % at 4 µM; hit rate 0.41% among 220,000; AID 1443;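 active means cell killing above 50% in the first pass at 4 µM, then a duplicate retest at 5 µM averaging 50% or more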;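 further: plate controls were cells with TRAIL plus DMSO for no effect and medium-only wells lacking cells for full effect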
CHOP inhibitor: inhibitors of CHOP induction in ER stress response. CHO-K1 CHOP-promoter luciferase, tunicamycin-induced, 15-18 h. inhibition, % at 10 µM. hit rate 3.8% among 220,000;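 active means compounds that reduced the stress-induced luciferase reporter signal by more than about 70% of percent inhibition, limit read from the data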;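 further: 0% = tunicamycin plus vehicle and 100% = wells without tunicamycin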
TRPML3 ag: agonists of human TRPML3 channel; Q8TDD5; HEK293 TRPML3-YFP, Fluo-8 calcium fluorescence; 100% = the carbachol control signal; activation, % at 3 µM; hit rate 0.29% among 220,000;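 active means activation above its plate's cutoff, the mean activation of the plate's test wells plus 3 SD, cut at about 12% in these data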;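 further: 0% = DMSO only wells and 100% = carbachol wells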
Target sequence (Q8TDD5 whole entry, looked up): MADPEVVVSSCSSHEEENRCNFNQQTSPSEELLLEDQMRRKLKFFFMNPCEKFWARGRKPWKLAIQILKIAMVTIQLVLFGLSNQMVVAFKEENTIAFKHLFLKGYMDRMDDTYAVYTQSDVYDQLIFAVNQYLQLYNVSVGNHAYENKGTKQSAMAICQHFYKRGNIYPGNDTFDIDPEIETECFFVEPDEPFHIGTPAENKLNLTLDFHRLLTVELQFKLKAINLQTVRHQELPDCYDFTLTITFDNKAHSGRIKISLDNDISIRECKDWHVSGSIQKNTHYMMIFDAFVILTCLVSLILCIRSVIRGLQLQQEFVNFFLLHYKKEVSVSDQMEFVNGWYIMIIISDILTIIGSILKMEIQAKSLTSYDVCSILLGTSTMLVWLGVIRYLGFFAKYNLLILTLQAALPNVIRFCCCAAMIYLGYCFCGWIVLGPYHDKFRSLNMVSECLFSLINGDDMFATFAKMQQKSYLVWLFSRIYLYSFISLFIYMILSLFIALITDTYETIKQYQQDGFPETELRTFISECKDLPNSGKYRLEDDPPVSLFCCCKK
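Material: HEK293 cells stably carrying human TRPML3-YFP; compound dosing: single dose, 3 µM final nominal compound, 0.3% DMSO final; incubation: 1-h 37 °C dye load, 5-s basal, 120-s post-compound reads; technique: Fluo-8 intracellular calcium fluorescence, excitation 470-495 nm, emission 515-575 nm; read-out basis: percent activation from peak-to-basal fluorescence ratio, scaled between DMSO and carbachol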
TNF necrop inh: blocks TNF-alpha induced death of Jurkat FADD-/- cells; Jurkat FADD-/- TNF necroptosis rescue, ATP luminescence, 24 h; 0 = TNF only, 100 = no-TNF cells; activation (protection from cell death), % at 10 µM; hit rate 0.068% among 220,000; AID 463075;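 active means activation, meaning protection from cell death, of at least 50% relative to plate controls; inactive means activation below 50%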;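 further: necroptosis triggered by 40 ng/mL TNF-alpha added together with compound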
NCF1 inh: p47phox (human) inhibition | P14598 | p47phox/p22phox peptide binding, fluorescence polarization, 2 h | inhibition, % at 24.7 µM | hit rate 0.53% among 220,000;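 active means inhibition above about 30%, limit read from the data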;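 further: 0% = p47phox with labelled peptide and 100% = labelled peptide alone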
EBV gp42 block: inhibitors of Epstein-Barr virus glycoprotein 42; Fluorescence polarization binding assay, mP read-out; hit rate 0.42% among 220,000; AID 1085; inhibition, % (tested at 21.74 µM); Q1HVG2; in the data active means inhibition above about 50%
Target sequence (Q1HVG2 whole entry, looked up): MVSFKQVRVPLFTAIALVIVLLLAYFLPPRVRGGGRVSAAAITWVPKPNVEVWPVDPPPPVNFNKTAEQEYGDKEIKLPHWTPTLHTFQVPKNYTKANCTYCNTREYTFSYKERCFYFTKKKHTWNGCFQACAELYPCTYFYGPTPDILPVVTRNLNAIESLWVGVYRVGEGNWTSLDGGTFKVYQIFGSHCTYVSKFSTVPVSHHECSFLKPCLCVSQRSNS
Mdm2 ligase inh: blocks human Mdm2 ubiquitin ligase activity; Q00987; cell-based MDM2 ubiquitination luciferase reporter, 2 h; 0 = plate control, 100 = twice control, blank-subtracted; signal enhancement, % at 5 µM; hit rate 0.11% among 210,000; AID 1230;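 active means signal enhancement of 30% or more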;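 further: luminescence tracks abundance of the self-degrading MDM2-luciferase fusion protein; higher signal means inhibition of MDM2 E3 ligase activity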
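Assay system: stable mammalian line carrying autodegrading MDM2–luciferase fusion reporter; amount: 2000 cells seeded into each well; buffer or medium: DMEM; benchmarks: plate control and blank wells; signal: luciferase luminescence; timing: 2 h compound exposure at 37 °C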
zfTRPN1 agonist: activates the zebrafish TRPN1 channel. HEK293 zebrafish TRPN1-YFP, Fluo-8 calcium fluorescence; 100% = response to 87 µM carbachol. activation, % at 3 µM. hit rate 0.18% among 220,000. AID 1424;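 active means activation above its plate's cutoff, the mean activation of test wells on that plate plus 3 SD, cut at about 19% in these data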;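 further: 0% = DMSO alone and 100% = 87 µM carbachol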
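Material – zebrafish TRPN1-YFP in HEK293 cells · Doses – 3 µM single point · Schedule – dye 1 h 37 °C plus 30 min RT · Signal – Fluo-8 calcium fluorescence, excitation 470-495 nm, emission 515-575 nm · Read-out – % activation versus carbachol response · Control set – carbachol high, DMSO low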
Runt-SMMHC FRET: inhibitors of human RUNX1 Runt domain binding to CBFb-SMMHC. Q01196+Q13951. Cerulean-Runt/Venus-CBFb-SMMHC FRET ratio 530/480, 1 h. inhibition, % at 20 µM. hit rate 0.74% among 220,000. AID 1434;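 active means mean inhibition across duplicate retests at 20 µM reaching about 50%, limit read from the data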;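 further: 0% = DMSO wells and 100% = wells with excess untagged CBFb-SMMHC; inhibitors lower the FRET ratio by blocking Runt binding to CBFb-SMMHC; some results filed as inactive read as strong as hits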
* hit, by the source's call; · = no result given; & = joins results of further samples.

Preview (2 entries):
SMILES	PPC-1+TRAIL kill	CHOP inhibitor	TRPML3 ag	TNF necrop inh	NCF1 inh	EBV gp42 block	Mdm2 ligase inh	zfTRPN1 agonist	Runt-SMMHC FRET
COc1ccc(Cl)cc1NC(=O)N1CCN(c2ccccc2OC)CC1	9.4	25.2	0.1	1.0	-17.3	-10.5	-16.6	-0.9	3.4
CC(C)CSc1nc2c(c(=O)[nH]c(=O)n2C)n1CCc1ccccc1	18.2	51.7	0.4	-3.9	-6.5	-19.4	-5.5	-0.8	2.6

Results, from the start:
SMILES	PPC-1+TRAIL kill	CHOP inhibitor	TRPML3 ag	TNF necrop inh	NCF1 inh	EBV gp42 block	Mdm2 ligase inh	zfTRPN1 agonist	Runt-SMMHC FRET
COc1ccc(Cl)cc1NC(=O)N1CCN(c2ccccc2OC)CC1	9.4	25.2	0.1	1.0	-17.3	-10.5	-16.6	-0.9	3.4
CC(C)CSc1nc2c(c(=O)[nH]c(=O)n2C)n1CCc1ccccc1	18.2	51.7	0.4	-3.9	-6.5	-19.4	-5.5	-0.8	2.6
O=C(NCCCN1CCN(C2CCCCC2)CC1)Nc1ccccc1C(F)(F)F	-1.2	-14.9	-0.4	1.7	-2.0	-2.5	-9.2	-0.3	-5.7
CCN1CCN(Cc2ccc(NC(=O)c3ccc(C)c(NC(=O)c4nccnc4N)c3)cc2C(F)(F)F)CC1	20.7	79.0*	·	20.7	-3.0	-3.9	-4.0	·	-2.8
O/N=C1\CCCc2ccccc21	4.3	-4.7	1.7	-0.5	5.1	-8.0	-9.2	0.5	-1.8
COc1ccc(C(=O)OCc2cc3cccc(C)c3[nH]c2=O)cc1	-2.8	80.6*	-0.4	0.4	-4.3	-3.8	8.3	0.1	-4.0
COC(=O)c1c(C)oc2c1cc(NS(=O)(=O)c1cccs1)c1ccccc12	13.0	2.5	-0.9	0.0	-27.0	5.8	·	-2.0	0.7
Cc1nn(C)c(C)c1NC(=O)CCCSc1nc(-c2ccco2)cc(C(F)(F)F)n1	8.8	43.9	0.1	-2.8	-0.8	-12.1	·	2.7	-6.4
CCOc1nc(-c2ccccc2)ccc1-c1noc(-c2cccs2)n1	-21.1	24.4	0.7	-0.4	-20.5	-22.1	-15.6	0.0	-11.8
O=C(COc1ccccc1)NC(Cc1c[nH]c2ccccc12)C(=O)O (centres undefined)	-14.9	2.7	-0.3	0.6	-12.2	-13.2	-3.0	1.4	0.3
COc1ccc(N2CCN(C(c3cccs3)C(C)NS(=O)(=O)c3ccccc3)CC2)cc1 (centres undefined)	10.7	27.7	0.6	0.5	-7.5	-4.8	-4.4	-0.4	5.3
O=C(c1ccco1)N1CCN(c2nc3ccccc3c(=O)n2-c2ccccc2)CC1	25.1	-5.4	0.3	-3.1	-7.7	9.5	-12.9	2.0	-6.5
C/C(=N\NC(=O)COc1ccc(C(C)(C)C)cc1)c1ccc2c(c1)OCCO2	11.0	51.7	0.9	3.1	-5.5	-1.4	-13.9	0.3	-0.4
COc1ccc(C2C3=C(OC(C)=O)c4ccccc4C3=Nc3c2c(=O)n(C)c(=O)n3C)cc1 (centres undefined)	36.2	-0.4&-16.5	-0.1	-5.9	-2.6&-6.2	-8.7&-4.4	-20.3	1.3	-8.6
CC[N+](CC)(CC)CCCCOc1ccc2c(c1)C(=O)c1cc(OCCCC[N+](CC)(CC)CC)ccc1-2	13.2	14.6	0.2	0.5	5.0	-77.2	-9.0	-0.9	4.3
O=C(COC(=O)c1cccc2ccccc12)Nc1ncc(C(F)(F)F)cc1Cl	6.8	37.2	0.3	0.6	-23.0	-19.4	-14.2	-0.6	2.4
O=C(COC(=O)c1ccc(NS(=O)(=O)c2cccs2)cc1O)Nc1ccc(F)cc1	-7.1	14.4	0.8	4.1	-11.9	-22.9	-23.8	1.7	0.9
O=C(O)c1ccc2c(c1)ncn2C1CCCCC1	17.1	40.4	-0.1	-1.8	8.5	-3.8	-12.0	0.7	1.2
Cc1cc(C)cc(NC(=S)Nc2ccccn2)c1	19.7	9.7	1.7	1.1	-9.7	-6.5	1.3	0.8	5.6
Cc1ccc(C(=O)Nc2cccc3ncccc23)cc1[N+](=O)[O-]	4.6	21.2	0.9	-1.2	-1.1	-2.1	-21.5	1.1	-1.3
CCn1c(SCC(=O)Nc2oc(-c3ccccc3)c(-c3ccccc3)c2C#N)nnc1-c1cc(OC)cc(OC)c1	14.5	5.9	0.3	0.2	-18.7	-1.9	-1.6	-0.4	-9.5
O=C(Nc1ccccc1)Nc1cccc(Cl)c1	17.5	95.0*	4.7	2.0	-15.1	-10.1	-10.7	10.2	-2.2
CCOc1cc(C(=O)NC)cc(Br)c1OC	23.8	10.4	0.6	0.5	2.4	1.2	-12.3	-0.5	-0.6
OC(CNCC1COc2ccccc2O1)COCc1cccs1 (centres undefined)	23.1	3.0	1.3	0.4	8.2	-11.4	-5.9	-0.3	-5.9
CCCCNC(=S)N/N=C/c1cc(C)ccc1C	30.5	20.4	-0.4	3.1	6.3	7.8	·	-2.4	-1.5
SMILES	PPC-1+TRAIL kill	CHOP inhibitor	TRPML3 ag	TNF necrop inh	NCF1 inh	EBV gp42 block	Mdm2 ligase inh	zfTRPN1 agonist	Runt-SMMHC FRET
CCOC(=O)CSc1nnc(NC(=O)c2cccc(S(=O)(=O)N3CCCCC3)c2)s1	6.8	-16.8	0.9	1.6	-11.6	-0.1	-7.4	0.5	-3.2
CCOC(=O)CSc1nnc(CNC(=O)c2cccs2)n1CCc1ccccc1	6.4	13.9	-0.9	-1.3	-12.7	-7.9	-18.8	1.2	-4.1
Cc1ccc(Sc2c([N+](=O)[O-])c(C)nn2C)cc1	7.7	21.1	-1.0	30.9	-6.9	-16.3	-13.3	-0.3	-3.0
COc1ccccc1NC(NC(=O)c1cccnc1)C(Cl)(Cl)Cl (centres undefined)	-0.4	39.5	-0.2	1.0	-8.8	-11.8	-23.0	-1.3	0.2
Cc1ccc(/C=C(\C#N)C(=O)NC(C)C)o1	-4.4	-2.2	0.7	-0.1	-6.8	-0.3	-5.7	-0.6	1.4
CC1CCCC(C)N1C(=O)COc1ccc(F)cc1 (centres undefined)	-1.7	10.6	0.0	3.0	-3.8	-11.8	-18.6	1.4	0.0
Cc1cc(C(=O)CSc2nc3ccccc3o2)c(C)n1CC1CCCO1 (centres undefined)	15.4	38.4	2.5	-8.3	-1.6	-20.0	2.4	4.9	-4.1
CC(=O)Nc1ccc(-c2nnc(SCC(=O)NCc3ccco3)n2C)cc1	4.5	26.0	1.1	1.1	-4.7	-8.6	24.7	-0.3	-5.7
Cc1ccc(CSc2ncn(-c3ccccc3)n2)cc1	-8.1	12.4	0.4	0.0	-11.2	-27.6	-11.6	-1.6	-0.4
Clc1nc(NCc2cccnc2)nc(N2CCOCC2)n1	13.3	-23.7	0.1	1.1	-7.4	-10.5	1.6	0.2	-3.6
Cc1nonc1CN(C)C(=O)CC1C(=O)NCCN1Cc1ccccc1C(F)(F)F (centres undefined)	7.6	-2.5	0.7	-0.5	-5.2	-1.6	2.4	3.2	1.7
COc1ccc(OCC(=O)O/N=C(\N)Cc2ccc(Cl)cc2)cc1	17.5	10.3	-0.9	0.3	3.6	-10.9	-3.1	-2.7	-4.1
Cc1cc(Cl)ccc1Oc1ncnc2onc(C)c12	-0.9	7.5	-0.2	-0.5	0.5	6.0	-13.4	-1.0	3.1
Cc1cc(C)cc(N2C(=O)C3NN=C(C(=O)OCc4ccccc4)C3C2=O)c1 (centres undefined)	3.7	-19.7	0.0	2.0	-5.1	-2.2	0.3	0.0	-5.6
O=C1OC(Nc2nccs2)c2ccccc21 (centres undefined)	11.2	·	0.7	0.9	·	·	·	-0.3	1.0
COc1ccc(OC)c2[nH]c(=O)c(CCNC(=O)c3ccc(S(=O)(=O)N4CCCCC4)cc3)cc12	45.7	-6.6	0.3	-1.4	0.6	-11.4	-6.7	2.9	-7.0
O=C(CCN1C(=O)/C(=C/c2ccccc2)SC1=S)NNC(=O)c1cccnc1	0.3	47.3	0.9	2.5	6.6	5.1	-8.5	0.3	-2.7
Cc1sc(NC(=O)c2ccco2)c(C(c2cccnc2)N2CCCC2)c1C (centres undefined)	24.5	28.1	0.1	-13.5	-10.6	-2.9	-9.8	0.0	6.6
CCC(C)(C)n1nnnc1CN1CCC(NC(=O)c2ccc(Br)cc2)CC1	20.6	1.4	0.7	-0.5	1.3	-19.1	·	2.7	2.2
COC(=O)CN(CCc1ccccc1)S(=O)(=O)c1ccc(OC)c(OC)c1	4.1	2.8	-0.3	1.0	-12.4	-1.1	6.4	0.2	2.6
CCNC(=O)C1CCCN1S(=O)(=O)c1ccc(C)cc1 (centres undefined)	-5.8	-12.6	0.2	1.0	12.9	-17.3	-1.3	-1.2	-0.6
CCCn1nc([N+](=O)[O-])c(C(C#N)c2nc3ccccc3o2)c(Cl)c1=O (centres undefined)	-0.5	14.6	-0.2	-1.7	2.1	4.7	-18.0	-0.7	-9.4
CCN(CC)S(=O)(=O)c1ccc2c(c1)nc(CCC(=O)OCc1c(C)noc1C)n2C	14.6	34.4	0.3	-2.1	-5.5	-4.2	-7.0	1.1	4.2
CCCCn1c(N)c(-c2nc3ccccc3o2)c2c([N+](=O)[O-])nn(CC)c(=O)c21	3.5	24.6	0.3	3.4	10.1	-5.1	-0.8	1.0	-3.3
Cn1cc(S(=O)(=O)N2CCN(c3cccc(C(F)(F)F)c3)CC2)c(=O)n(C)c1=O	12.5	30.5	0.7	-2.6	-9.6	-24.7	-16.8	0.7	-5.3
SMILES	PPC-1+TRAIL kill	CHOP inhibitor	TRPML3 ag	TNF necrop inh	NCF1 inh	EBV gp42 block	Mdm2 ligase inh	zfTRPN1 agonist	Runt-SMMHC FRET
Cc1cnc(C)c(N2CCN(Cc3nc(-c4cccc(F)c4F)oc3C)CC2)n1	-4.4	10.4	0.9	1.0	-11.2	-9.4	1.0	2.0	-1.4
CC(C)(C)C1CCC2(CC1)NC(=S)N(c1ccccc1)N2 (centres undefined)	16.2	-12.4	-0.2	-2.5	-11.9	-16.4	-3.7	0.1	6.3
COc1cccc(NC(=S)N(CCc2ccc(OC)c(OC)c2)Cc2ccccn2)c1	9.4	19.5	0.5	0.9	-3.6	3.1	-0.5	-1.0	0.3
O=C(CCC1CCCN(C(=O)c2ccsc2)C1)N1CCN(c2ccccn2)CC1 (centres undefined)	-4.1	6.6	0.4	2.4	-8.0	-6.5	-4.2	0.9	1.4
O=C(/C=C/Nc1ccc(Cc2ccc(N/C=C/C(=O)C(F)(F)F)cc2)cc1)C(F)(F)F	11.3	16.7	0.9	-1.6	-10.8	-22.3	-9.1	-1.1	-27.8
CCC(CC)n1[nH]c(=O)c2c(C)cc(C)nc21	5.0	2.5	-0.3	-1.3	-3.5	-14.0	-13.4	1.2	-9.9
CN1CCN(C(=O)/C=C/c2ccc([N+](=O)[O-])o2)CC1	2.8	-51.8	0.5	-23.3	8.4	0.8	·	0.6	-3.3
COc1ccc(C(=O)NC2CCN(C(=O)NC3CCCCC3)CC2)cc1	6.4	-12.7	0.6	0.1	-6.4	1.6	-10.8	-0.4	-0.7
